Source: PubChem BioAssay (National Center for Advancing Translational Sciences (NCATS))
D1 antag: human D1 dopamine receptor antagonism; P21728; HEK293 TREx D1 cells, calcium flux, dopamine EC80; stronger effect = lower value; activity change, negative = inhibition, % at 10 µM; 360,000 compounds, 3.2% hits; AID 504652; in the data active = activity change below about -30%; note: % is set by controls: 0 for no effect and ±100 for the full control effect
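Antagonism measured as reduced calcium response to an EC80 dopamine addition following 180 s compound pre-read; cells were inducible HEK293 Trex D1 plated overnight at 30 C, read kinetically at 1 cycle/sec.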
D1 ag: activates the human D1 dopamine receptor. P21728. HEK293 T-REx D1 cells, calcium flux, agonist mode. activation, % at 2 µM. 360,000 compounds, 1% hits; in the data active = activation above about 30%; note: 0% is about no effect
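Tetracycline-induced HEK293 TREx D1 cells, force-coupled to calcium signalling, were dye-loaded with a no-wash calcium kit. Compound was pin-added after a 10 s baseline. Fluorescence was read kinetically at 1 cycle/s for 180 s, with calcium rises flagged as agonism.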
D2 potentiator: positive allosteric modulators of human D2 dopamine receptor. P14416. HEK293 T-REx D2, calcium flux, EC20 dopamine potentiation. potentiation, % at 10 µM. 340,000 compounds, 0.34% hits. AID 485347;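 active = potentiation over 3 SD above the plate norm, cut at about 30% in these data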; note: 0% is about no effect
Target sequence (P14416 whole entry, looked up): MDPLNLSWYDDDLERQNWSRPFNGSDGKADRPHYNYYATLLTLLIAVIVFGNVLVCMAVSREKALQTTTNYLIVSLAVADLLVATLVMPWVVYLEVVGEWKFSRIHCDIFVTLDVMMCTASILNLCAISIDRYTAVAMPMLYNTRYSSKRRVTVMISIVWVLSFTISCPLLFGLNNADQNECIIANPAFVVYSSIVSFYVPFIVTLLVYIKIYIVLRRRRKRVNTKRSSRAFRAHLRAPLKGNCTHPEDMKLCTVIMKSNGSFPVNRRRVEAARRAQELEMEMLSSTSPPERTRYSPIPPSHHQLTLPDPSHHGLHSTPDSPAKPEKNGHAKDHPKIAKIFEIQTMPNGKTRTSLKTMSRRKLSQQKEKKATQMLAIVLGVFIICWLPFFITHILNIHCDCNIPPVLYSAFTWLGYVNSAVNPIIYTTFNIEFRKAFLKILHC
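Potentiation of an EC20 dopamine calcium response is measured in a force-coupled, tetracycline-inducible Hek293 Trex D2 line. Compound-only kinetic reads over 180 s flag agonists before dopamine addition.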
TRHR agonist: agonists of human TRH receptor. P34981. TRHR cells, calcium flux fluo-8, FDSS agonist mode. activation, % at 2 µM. 360,000 compounds, 0.18% hits; in the data active = activation above about 30%; note: 0% is about no effect
Target sequence (P34981 whole entry, looked up): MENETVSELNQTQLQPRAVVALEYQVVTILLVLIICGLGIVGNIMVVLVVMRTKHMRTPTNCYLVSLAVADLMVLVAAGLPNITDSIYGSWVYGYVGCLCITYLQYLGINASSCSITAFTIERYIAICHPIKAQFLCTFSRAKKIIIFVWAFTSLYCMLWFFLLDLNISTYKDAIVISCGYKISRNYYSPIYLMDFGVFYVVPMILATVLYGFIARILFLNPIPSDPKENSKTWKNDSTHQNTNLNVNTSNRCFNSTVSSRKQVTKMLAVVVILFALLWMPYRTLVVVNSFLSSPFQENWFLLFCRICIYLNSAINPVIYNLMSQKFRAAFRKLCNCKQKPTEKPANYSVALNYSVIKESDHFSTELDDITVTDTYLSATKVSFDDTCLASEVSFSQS
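Agonist-mode FDSS calcium read (Ex 480/Em 530, 1 s cycles) in 1536-well TRHR cells with fluo-8 dye, after 10-cycle baseline and 23 nL compound addition; TRH at EC20 (10 nM final) added afterwards for the enhancer phase.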
RXFP1 antag: RXFP1 (human) relaxin receptor antagonism. Q9HBX9. HEK293-RXFP1, relaxin-stimulated cAMP HTRF, 30 min; stronger effect = lower value. activity change, negative = inhibition, % at 57.5 µM. 350,000 compounds, 0.59% hits;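 active = activity change of -60% or lower, but not beyond a set lower limit; inconclusive = change between -60% and -40%, or beyond the set limit; inactive = change above -40%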; note: % is set by controls: 0 for no effect and ±100 for the full control effect
RXFP1 agonist: RXFP1 (human) receptor agonism | HEK293T-RXFP1 cAMP TR-FRET, 30 min; response scale: percent of porcine relaxin response, buffer zero | Potency, µM (titrated, usually from 57.5 µM), for inactives: at the top dose activation, most hits filed as activators | 370,000 compounds, 0.3% hits; note: potency is the fitted concentration of half-maximal effect; % is set by controls: 0 for no effect and ±100 for the full control effect; nearly all actives have a fitted effect of over 60% in size; many of its hits are not listed in these tables
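cAMP rise read by TR-FRET after 30 min, 37C compound exposure (up to 58 uM) in RXFP1-transfected HEK293 cells with Ro 20174 present. EC50 from Hill-equation fits, with 29 nM porcine relaxin as 100% and buffer as basal.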
Anesthetic bind: candidate novel general anesthetic via apoferritin binding. AID 485281. Potency, µM (series often up to 77.5 µM), for inactives: at the top dose activity change, negative = displacement, actives largely listed as inhibitors. 350,000 compounds, 0.074% hits. apoferritin/1-aminoanthracene competitive binding, fluorescence. P02791; note: potency is the fitted concentration of half-maximal effect; % is set by controls: 0 for no effect and ±100 for the full control effect; nearly all actives have a fitted effect of over 20% in size
Target sequence (P02791 2-175 limits assumed): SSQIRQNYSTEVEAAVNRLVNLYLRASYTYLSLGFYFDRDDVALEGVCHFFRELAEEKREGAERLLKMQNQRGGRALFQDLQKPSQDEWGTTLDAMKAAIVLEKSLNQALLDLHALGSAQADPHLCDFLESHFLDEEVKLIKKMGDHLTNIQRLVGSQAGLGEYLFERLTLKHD
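Steps: apoferritin (10 uM) was premixed with half-saturated 1-AMA in PBS, compounds were pin-transferred, plates stood 10 min at room temperature, fluorescence was read at 380/535 nm, and curves were fitted with a Hill equation.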
TRHR PAM: TRH receptor (human) allosteric enhancement; P34981; TRHR cells, fluo-8 calcium fluorescence, EC20 TRH enhancement; enhancement, % at 2 µM; 360,000 compounds, 0.66% hits; AID 493056; in the data active = enhancement above about 30%; note: 0% is about no effect
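Enhancer read-out: after compound pinning and an initial kinetic agonist-mode read, an EC20 of TRH (10 nM final) was injected and fluo-8 calcium signal (Ex 480/Em 530) followed at 1 s/cycle for 100 cycles in TRHR-expressing cells.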
D1 PAM: human D1 dopamine receptor positive modulation; HEK293 TREx D1 cells, calcium flux, dopamine EC20 potentiation; P21728; 360,000 compounds, 0.036% hits; potentiation, % at 10 µM; AID 504651; in the data active = potentiation above about 30%; note: 0% is about no effect
An asterisk follows results filed as active; ? = inconclusive; · = no result given; [ ] = dose if it differs, or a comment. Unless noted, calls come from the whole dose curve; as a rule, active = well fitted curve in the direction sought with a large enough effect; inconclusive = small, poorly fitted or top-dose-only effect, or another doubt; inactive = no such curve, though single readings can be large; an effect the other way counts as inactive or inconclusive.

Values run as follows: D1 antag | D1 ag | D2 potentiator | TRHR agonist | RXFP1 antag | RXFP1 agonist | Anesthetic bind | TRHR PAM | D1 PAM
> CCN1CCN(c2ncnc3c2cnn3-c2ccc(F)cc2)CC1
→ 9 | 2 | 17 | 0.3 | -6 | 8.0% | 3% | 5 | -1
> COc1ccc(Cn2nnnc2C(c2cccnc2)N2CCN(c3ccc(O)cc3)CC2)cc1 (stereo not drawn)
→ -11 | 1 | 13 | 0.0 | -1 | 0.1% | -13% | 7 | 9
> COc1ccccc1CNC(=O)c1cnc2sc(N3CCCCC3)nn2c1=O
→ -20 | 2 | 10 | -0.3 | -16 | 6.5% | -4% | 5 | 3
> Cc1ccc(/C=C/C(=O)NN2CCN(C)CC2)cc1
→ -14 | 2 | -1 | 0.5 | -17 | -2.6% | -2% | 7 | -2
> CC1CCN(C(=O)c2cc(-c3ccco3)on2)CC1
→ 0 | 1 | -4 | -0.4 | 0 | -2.6% | -6% | 4 | -3
> Cc1ccc(-n2nc(C)c3c(C(=O)Nc4ccc(C)cc4Cl)cc(C)nc32)cc1
→ -9 | 2 | 1 | 0.8 | -14 | -1.1% | 96%[activator] | -14 | -3
> CC(C)c1ccc(S(=O)(=O)N2CCN(C(=O)c3ccncc3)CC2)cc1
→ -31* | 10 | 4 | 0.0 | 3 | 2.0% | · | 1 | ·
> COc1cc(OC)c(NC(=O)CN(C)S(=O)(=O)c2ccc(-c3ccc(=O)[nH]n3)s2)cc1Cl
→ 2 | 1 | -3 | 0.1 | 7 | 1.1% | -4% | 7 | 6
> Cn1cccc1Cc1nnc(SCC(=O)NCc2ccccc2Cl)n1-c1ccc(F)cc1
→ 10 | 1 | -18 | -0.5 | · | 1.8% | -22% | -8 | 2
> COc1ccc(-n2nc(C(=O)Nc3cc(OC)c(OC)c(OC)c3)c(=O)n(C)c2=O)cc1
→ 11 | -1 | 21 | -0.3 | 9 | 0.8% | 11% | -4 | -3
> COc1ccc(C)cc1NC(=O)c1ccc2c(c1)nnn2C1CCCC1
→ -4 | 0 | -2 | 0.0 | · | -0.3% | -5% | -3 | 3
> CCc1nc2ccc(C(=O)N3CCN(c4ccc([N+](=O)[O-])cc4)CC3)cc2nc1CC
→ -15 | 0 | -1 | 2.2 | -3 | 11% | ? | -4 | -3
> CN(C)S(=O)(=O)c1ccc(N2CCCC2)c(C(=O)Nc2nc(-c3ccc(F)cc3)cs2)c1
→ 3 | -1 | 13 | 1.5 | -6 | 0.2% | -16% | 2 | 0
> CCOc1ccc(OCC)c(-c2c(=O)n(OCc3ccccc3C(=O)OC)c3ccccc3[n+]2[O-])c1
→ -8 | 0 | 4 | -0.6 | -12 | -0.3% | ? | 0 | 1
> O=C(Nc1ccc(F)cc1F)C1CCCN(c2ncnc3c2nc2n3CCCCC2)C1 (stereo not drawn)
→ 7 | 0 | -4 | -0.7 | -11 | 2.7% | -17% | 0 | -5
> CC1(C)CC(=O)C=C(c2cccc3c2Oc2ccccc2S3)C1
→ 12 | 6 | 0 | 0.3 | · | -3.6% | · | -5 | 1
> CCN(CC)CCNC(=O)c1[nH]c2ccc(OCc3ccccc3)cc2c1C
→ -64* | 126* | -10 | 11 | ? | 0.9% | ? | -2 | -7
> CCn1c(-c2ccccc2)ccc(C#N)c1=O
→ -2 | 3 | 1 | 0.1 | 5 | 0.5% | -10% | -3 | 7
> O=C(NC1CCCC1)c1ccc(CSCc2ccccc2F)o1
→ -1 | 11 | -4 | 1.9 | 16 | 0.8% | ? | 0 | -2
> COc1ccc(-n2nnnc2SCc2nc3ccccc3s2)cc1
→ -15 | 4 | 13 | 0.1 | -24 | 0.3% | -21% | 0 | -4
> CCOC(=O)CSc1nc2ccccc2c(=O)n1CCC(=O)NCCc1ccc(OC)c(OC)c1
→ 5 | 2 | 1 | -0.7 | 4 | 0.2% | -11% | -6 | -3
> CC1(C)CC(=O)C(Sc2nnc(-c3ccc(O)cc3)n2CC2CCCO2)C(=O)C1 (stereo not drawn)
→ -17 | 2 | 9 | 0.2 | 4 | 1.8% | -2% | -7 | -5
> Cc1cccc(S(=O)(=O)NCCNS(=O)(=O)c2cccc(C)c2)c1
→ -2 | 8 | 22 | -1.5 | -11 | 5.0% | 3% | -1 | -1
> O=C(Cc1ccc([N+](=O)[O-])cc1)Nc1ccc2c(c1)C(=O)NC2=O
→ -18 | 4 | -14 | -1.4 | -8 | -0.2% | -1% | -2 | -9
> COc1ccccc1N1CCN(CC(O)COc2ccc(S(=O)(=O)N3CCOCC3)cc2)CC1 (stereo not drawn)
→ -21 | 10 | -17 | 0.5 | 3 | -0.5% | -14% | -1 | -6
> Cc1sc(-n2c(C)ccc2C)c(C#N)c1C
→ 5 | 3 | -4 | -0.6 | 16 | -0.1% | ? | -6 | -5
> Fc1ccc(OCc2nc3ccccc3s2)cc1
→ 13 | 3 | 5 | -2.6 | -13 | 0.6% | -15% | 7 | 1
> Cc1c(/C=N\NC(=O)c2csc3ccccc23)cnn1C
→ 1 | 2 | 7 | -0.5 | 2 | -1.4% | -1% | -1 | -3
> c1ccc(-c2ccncc2)nc1
→ · | -1 | 7 | 0.6 | · | -0.2% | · | 0 | 0
> O=C(Cn1cc(S(=O)(=O)c2ccccc2)c(=O)c2cc3c(cc21)OCO3)Nc1ccc(Cl)cc1
→ -14 | 5 | -27 | 1.0 | · | 1.0% | -13% | -2 | 1
> COc1cccc2cc(/C(C)=N/NC(=O)c3ccco3)oc12
→ -19 | 0 | 9 | -0.3 | -8 | -0.5% | -17% | 9 | 1
> O=C(Nc1cccc(C(=O)O)c1)/C(=C\c1ccc2c(c1)OCO2)NC(=O)c1ccc(Br)o1
→ -4 | 2 | 3 | 3.3 | -12 | 1.6% | -5% | 3 | -4
> N/C(=N\S(=O)(=O)c1ccc(Cl)cc1)N1CCOCC1
→ -8 | 6 | -3 | 0.5 | -4 | -2.7% | 5% | -5 | 4
> COc1ccc(-c2nc3c4ccccc4ccn3c2C=O)cc1
→ 1 | 2 | 3 | 0.3 | 6 | ? | -8% | 13 | 0
> O=C1C=C(c2ccc(Cl)c(C(F)(F)F)c2)C[C@@H](c2ccc(Cl)cc2)C1
→ -6 | 3 | -2 | 1.1 | · | -0.1% | · | 9 | -2
> CC1=C(C(=O)Nc2ccc(F)c(F)c2)C(c2cccs2)NC(=S)N1 (stereo not drawn)
→ 9 | 2 | 4 | 0.0 | -4 | 0.4% | 5% | -16 | 9
> COc1ccc(-c2csc(=NCCO)n2-c2ccccc2)cc1
→ -9 | 5 | 3 | 0.5 | 5 | 0.3% | 6% | -4 | -9
> CCOc1ccc(CN2CCN(Cc3[nH]c4ccc(OC)cc4c3C)CC2CCO)cc1 (stereo not drawn)
→ 2 | 25 | 9 | -0.1 | -19 | 2.0% | -13% | 1 | 0
> Cc1cc(C)cc(NC(=O)N2CCC(N3CCCCC3)CC2)c1
→ -6 | 0 | -8 | 1.0 | 9 | -1.6% | 1% | 15 | -2
> CC(=O)O[C@H]1CC[C@@]2(C)[C@@H](CC[C@@H]3[C@@H]2CC[C@]2(C)[C@@H](C(C)(C)O)C[C@@H]32)C1
→ -16 | 2 | -3 | -0.4 | · | 0.8% | · | -2 | -6
> Cc1ccc(S(=O)(=O)N2CC(C)N(S(C)(=O)=O)C2)cc1 (stereo not drawn)
→ 0 | 1 | -6 | 0.1 | -10 | 0.2% | 5% | 0 | 0
> COc1ccc(NC(=O)c2sc3nc(N4CCOCC4)c4c(c3c2N)CCCC4)c(OC)c1
→ -14 | -2 | · | 0.3 | -10 | -2.1% | -5% | 4 | 0
> CC(C)(C)c1cc(S(=O)(=O)CCc2ccccn2)cc(C(C)(C)C)c1F
→ 4 | 2 | -1 | 0.6 | -40 | -0.9% | -12% | -11 | -4
> CN(O)/C=c1/ccc2c(n1)C(=O)C=CC=2
→ 0 | 0 | 8 | 0.3 | -3 | 0.0% | -3% | -4 | 3
> O=C(Nc1cccc(-c2nc3ccccc3o2)c1)c1ccc(-c2ccc(Br)cc2)o1
→ 14 | 2 | -12 | 1.4 | -2 | ? | -7% | -3 | 3
> Cc1ccc(S(=O)(=O)N(C)CC(=O)OCC(=O)NCCN2C(=O)CSC2=O)cc1
→ -1 | -1 | -6 | -0.2 | 5 | -0.3% | · | -5 | -5
> O=C(CN1CCN(Cc2ccc3c(c2)OCO3)CC1)N1CCc2[nH]c3ccccc3c2C1
→ -5 | 8 | -25 | 0.3 | · | 0.5% | -23% | 23 | 1
> Cc1c(CCNC(=O)c2ccc(C(F)(F)F)cc2)sc2nc(-c3ccc(F)cc3)nn12
→ · | -2 | 1 | 0.0 | 3 | 4.8% | 6% | 3 | -2
> COc1c(C)cc(C(=O)C2CCCN(C(=O)c3ccc4[nH]ccc4c3)C2)cc1C (stereo not drawn)
→ 3 | 0 | 2 | -0.2 | 7 | 0.4% | ? | -4 | -5
> CN1C(C(=O)NCc2ccccc2)CC2Cn3c(nc4cc5ccccc5cc43)C21 (stereo not drawn)
→ -9 | 3 | -3 | -0.6 | · | 1.5% | -10% | -7 | -7
> CCOc1ccc(-c2nc(S(=O)(=O)c3ccccc3)c(NCc3cccnc3)o2)cc1
→ 1 | 10 | 8 | -1.4 | -8 | 1.7% | 2% | 1 | -3
> C/C(=N\Nc1ccccc1[N+](=O)[O-])c1ccc(N2CCOCC2)cc1
→ -9 | 2 | 19 | -0.3 | -9 | -1.1% | -3% | 4 | 9
> Nc1nccc(/C=C/c2c(F)cccc2Cl)n1
→ -10 | -1 | 9 | -0.9 | -20 | -1.3% | ? | -5 | -18

An excerpt, so the mix of outcomes need not match the whole.
